FLuc counter: qHTS profiling assay for firefly luciferase inhibitor/activator using purifed enzyme and Km concentrations of substrates (counterscreen for miR-21 project) | purified FLuc, Km substrates, luminescence inhibition | AID 588342, 2011 | Potency, µM (highest dose often 57.5 µM), without a hit: at the highest dose activity change, negative = inhibition, most hits filed as inhibitors | Luciferin 4-monooxygenase (Photinus pyralis), P08659 | actives 6.9% (n = 360,000);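 further: potency means the concentration at half of the fitted maximal effect; plate controls were vehicle for no effect and reference inhibitor for full effect; nearly all actives have a fitted effect of over 55% in size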
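Purified P. pyralis luciferase (10nM final) with 10uM D-luciferin and 10uM ATP (Km levels) in 50mM Tris acetate pH 7.5, 10mM Mg acetate, 0.01% Tween-20, 0.05% BSA; qHTS 6-point titration, ~60 µM downward; luminescence read.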
Rab9 promoter act: qHTS Assay for Rab9 Promoter Activators; actives 2.8% (n = 320,000); Huh7 Rab9 promoter-luciferase reporter, luminescence, 24 h; AID 485297, 2010; Potency, µM (series often up to 9.22 µM), for the others: top-dose activation, negative = inhibition, actives largely listed as activators; further: potency means the concentration at half of the fitted maximal effect; % of control where 0% means no effect; nearly all actives have a fitted effect of over 60% in size
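Promoter activation is measured as luciferase luminescence in Huh7 cells stably transfected with a Rab9 promoter–luciferase construct, following 24 h compound exposure at 37 °C and 10 min reagent incubation at ambient temperature.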
NPC1 promoter act: qHTS Assay for NPC1 Promoter Activators. Potency, µM (titrated, usually from 9.22 µM), for inactives: top-dose activation, hits mostly activators. actives 2.4% (n = 320,000). Huh7 NPC1 promoter luciferase reporter, 24 h. AID 485313, 2010;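 further: potency means the concentration at half of the fitted maximal effect; % of control where 0% means no effect; nearly all actives have a fitted effect of over 60% in size; reporter is driven by a mutant NPC1 promoter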
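Stably transfected Huh7 (NPC1 promoter→luciferase), 1500 cells/well in Opti-MEM + 10% FBS, 2 h settle, then compound 24 h at 37 °C. Luminescence after 10 min with Amplite reagent.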
MBNL1 CUG block: qHTS Assay for Inhibitors of MBNL1-poly(CUG) RNA binding; AID 2675, 2010; Potency, µM (titrated, usually from 57.5 µM), for the others: top-dose activity change, negative = inhibition, most hits filed as inhibitors; Muscleblind-like protein 1 (Homo sapiens), Q9NR56; actives 0.036% (n = 280,000); TR-FRET MBNL1-His/biotin-(CUG)12 binding, 665/545 ratio; active means well fitted inhibition curve with a large enough effect in the signal ratio, with a control signal flat, not every such curve was filed as active; inconclusive means small, poorly fitted or top-dose-only effect, or effect the other way, or a change in a side signal; inactive means no such curve, though single readings can be large or run the other way; the % refers to the signal ratio; further: potency means the concentration at half of the fitted maximal effect; on the % scale 0 is the no-effect control and ±100 the full control effect
Target sequence (Q9NR56 whole entry, looked up): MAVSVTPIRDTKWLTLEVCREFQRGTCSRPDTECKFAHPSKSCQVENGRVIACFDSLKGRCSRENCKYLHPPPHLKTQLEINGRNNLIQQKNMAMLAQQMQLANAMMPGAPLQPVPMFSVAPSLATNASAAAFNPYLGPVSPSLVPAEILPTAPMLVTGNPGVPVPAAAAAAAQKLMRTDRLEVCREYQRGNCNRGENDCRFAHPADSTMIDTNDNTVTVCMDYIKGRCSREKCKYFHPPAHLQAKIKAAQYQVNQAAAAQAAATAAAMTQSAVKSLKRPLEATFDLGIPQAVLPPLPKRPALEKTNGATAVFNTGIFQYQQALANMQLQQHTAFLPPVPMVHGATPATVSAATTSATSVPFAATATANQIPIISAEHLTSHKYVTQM
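Ratiometric TR-FRET (665 over 545 nm, excitation 340 nm) tracks disruption of MBNL1-His/biotin-(CUG)12 complex after 60 min at room temperature, with compounds at 92 nM to 58 uM final.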
ELG1 DNA repair: qHTS screen for small molecules that inhibit ELG1-dependent DNA repair in human embryonic kidney (HEK293T) cells expressing luciferase-tagged ELG1. HEK293T ELG1-luciferase reporter, luminescence, 16 h; DNA damage induced by 5-fluorouridine. Potency, µM (highest dose often 46.1 µM), without a hit: top-dose activity change, negative = inhibition, actives largely listed as inhibitors. actives 2.3% (n = 330,000); further: potency means the concentration at half of the fitted maximal effect; on the % scale 0 is the no-effect control and ±100 the full control effect; nearly all actives have a fitted effect of over 55% in size
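5-Fluorouridine DNA damage + compound/DMSO, 2,000 cells/well, 16 h, 37 °C/5% CO2. ONE-Glo, 30 min RT, luminescence. Readout = decrease in reporter signal.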
Mito fusion act: qHTS Assay for Small Molecule Inhibitors of Mitochondrial Division or Activators of Mitochondrial Fusion; Potency, µM (doses to about 46.1 µM), for inactives: top-dose growth rescue (activation), hits mostly activators; S. cerevisiae fusion-defective mutant growth rescue, CellTiterGlo 48 h; actives 0.23% (n = 320,000);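 further: potency means the concentration at half of the fitted maximal effect; % of control where 0% means no effect; nearly all actives have a fitted effect of over 45% in size; temperature-sensitive fusion mutants such as fzo1-1 at 37 °C on non-fermentable ethanol glycerol medium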
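Yeast fusion mutant, YPEG (non-fermentable carbon), compound, 48 h at 37C non-permissive; CellTiterGlo added, 10 min RT, luminescence read. Rescued growth = division inhibition.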
PKM2 act: qHTS Assay for Activators of Human Muscle isoform 2 Pyruvate Kinase. purified PKM2, Kinase-Glo ATP luminescence, activation; response scale: 0% is enzyme alone, no compound. actives 0.34% (n = 260,000). Potency, µM (highest dose often 57.5 µM), for inactives: at the highest dose activation, hits mostly activators; further: potency means the concentration at half of the fitted maximal effect; on the % scale 0 is the no-effect control and ±100 the full control effect; nearly all actives have a fitted effect of over 55% in size
Target sequence (P14618 whole entry, looked up, canonical isoform): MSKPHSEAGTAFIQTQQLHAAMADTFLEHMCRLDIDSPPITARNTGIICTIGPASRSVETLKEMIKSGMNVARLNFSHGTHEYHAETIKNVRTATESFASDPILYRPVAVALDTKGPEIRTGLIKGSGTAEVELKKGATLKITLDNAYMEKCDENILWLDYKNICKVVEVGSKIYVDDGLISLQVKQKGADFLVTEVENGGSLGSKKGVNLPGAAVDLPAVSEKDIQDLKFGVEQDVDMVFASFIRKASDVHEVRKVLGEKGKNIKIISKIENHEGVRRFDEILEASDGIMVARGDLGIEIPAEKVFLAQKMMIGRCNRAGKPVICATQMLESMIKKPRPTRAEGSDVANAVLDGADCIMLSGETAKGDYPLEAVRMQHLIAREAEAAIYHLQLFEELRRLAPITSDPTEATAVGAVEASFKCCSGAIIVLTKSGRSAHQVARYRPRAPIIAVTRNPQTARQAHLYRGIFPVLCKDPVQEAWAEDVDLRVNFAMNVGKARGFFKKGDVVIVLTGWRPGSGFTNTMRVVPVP
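Kinase-Glo luminescence reports ATP generated from ADP (0.1 mM) and PEP (0.5 mM) by purified hPK-M2 after 1 h at room temperature, pH 7.2 imidazole buffer; intermediate enzyme activity allows detecting inhibitors and activators.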
Gal4-VP16 FLuc: VP16 counterscreen qHTS for inhibitors of ROR gamma transcriptional activity. Drosophila S2 Gal4-VP16 UAS-luciferase, luminescence, 20 h. Potency, µM (doses to about 53.6 µM), without a hit: at the top dose activity, negative = inhibition, usual class: inhibitors. actives 3.5% (n = 310,000). AID 2546, 2010;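 further: Gal4-VP16 expression switched on by copper sulfate through the metallothionein promoter; potency means the concentration at half of the fitted maximal effect; on the % scale 0 is the no-effect control and ±100 the full control effect; nearly all actives have a fitted effect of over 50% in size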
RORgamma inh: qHTS for inhibitors of ROR gamma transcriptional activity; Drosophila S2 Gal4-RORgamma UAS-luciferase reporter, 20 h; Potency, µM (highest dose often 53.6 µM), for the others: at the highest dose activity change, negative = inhibition, most hits filed as inhibitors; actives 5.4% (n = 310,000); further: potency means the concentration at half of the fitted maximal effect; on the % scale 0 is the no-effect control and ±100 the full control effect; nearly all actives have a fitted effect of over 60% in size
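Luciferase reporter read in Schneider cells carrying Gal4-RORγ (mouse) and UAS-Photinus luciferase; cells given compound 1 h before 700 uM copper sulfate induction, then incubated 20 h at ambient temperature.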
Menin-MLL TR inh: qHTS Assay for Inhibitors Targeting the Menin-MLL Interaction in MLL Related Leukemias: Competition With Texas Red Labeled MLL-derived Mutant Peptide | O00255 | Menin + Texas Red MLL mutant peptide, fluorescence polarization | Potency, µM (titrated, usually from 61.6 µM), inactives show at the top dose FP activity change, negative = inhibition, hits mostly inhibitors | actives 0.23% (n = 270,000) | AID 1768, 2009; active means well fitted inhibition curve with a large enough effect in the polarisation, with a control signal flat, not every such curve was filed as active; inconclusive means small, poorly fitted or top-dose-only effect, or effect the other way, or a change in a side signal; inactive means no such curve, though single readings can be large or run the other way; the % refers to the polarisation; further: potency means the concentration at half of the fitted maximal effect; % of control where 0% means no effect; many of its hits are not listed in these tables
KCNH2 3.1 inh: qHTS for Inhibitors of KCHN2 3.1: Mutant qHTS; actives 0.95% (n = 340,000); U2OS KCNH2 3.1, thallium flux FluxOr; stronger effect = lower value; AID 720553, 2013; activity change, % (tested at about 1.8 µM); Potassium voltage-gated channel subfamily H member 2, brain isoform KCNH2 3.1 (human);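 active means maximum activity change below -70%; inconclusive means maximum activity change from -70% to -50%; inactive means maximum activity change above -50%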;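 further: thallium influx rate constant from kinetic fluorescence after stimulation buffer; on the % scale 0 is the no-effect control and ±100 the full control effect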
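Measured as rate of thallium-driven FluxOr signal in transduced U2OS cells carrying the 3.1 channel, read kinetically for 2 min upon stimulation; values are rate constants scaled to DMSO control wells.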
* hit, by the source's call; ? = inconclusive; / = no result given; [ ] = another dose, or the depositor's remark. Unless noted, the call rests on the fitted dose curve; in most records, active means well fitted curve in the direction sought with a large enough effect; inconclusive means small, poorly fitted or top-dose-only effect, or another doubt; inactive means no such curve, though single readings can be large; an effect the other way counts as inactive or inconclusive. Not all compounds are listed (hit frequency here may not be typical).

SMILES	FLuc counter	Rab9 promoter act	NPC1 promoter act	MBNL1 CUG block	ELG1 DNA repair	Mito fusion act	PKM2 act	Gal4-VP16 FLuc	RORgamma inh	Menin-MLL TR inh	KCNH2 3.1 inh
Cc1noc(C)c1S(=O)(=O)Nc1ccc(C(=O)N2CCN(c3ccc(Cl)cc3)CC2)cc1	-13.3%	1.2%	-5.1%	-4.2%	?	3.9%	?	-5.2%	?	8.9%	-29.0
Cc1ccc(C)c(NC(=O)c2ccccc2Sc2ccc([N+](=O)[O-])cc2Cl)c1	-0.5%	-4.2%	1.0%	/	-18.8%	?	6.4%	-5.8%	8.7%	17.2%	-9.1
O=C(CCS(=O)(=O)c1ccc(Br)cc1)Nc1ccc2c(c1)OCO2	?	12.1%	6.4%	9.7%	?	0.6%	4.7%	3.8%	?	8.2%	-6.8
C=C1Cn2c(nnc2-c2ccc(Cl)cc2)S1	-0.3%	7.7%	-0.1%	0.1%	0.3%	6.3%	-6.0%	3.4%	5.3%	-10.1%[11.7 µM]	10.7
CCOC(=O)CSc1nc2ccccc2c(=O)n1CC1COc2ccccc2O1 (centres undefined)	0.7%	0.0%	-3.4%	1.2%	-21.1%	-5.0%	1.0%	2.2%	25.0%	-15.5%	-16.1
Cc1nc(CNC(=O)CC2C(=O)NCCN2Cc2ccc(F)cc2)cs1 (centres undefined)	4.1%	-1.4%	-0.9%	6.5%	6.7%	0.4%	7.6%	-2.2%	3.5%	/	-4.3
COc1ccccc1NS(=O)(=O)c1cccc(NC(=O)CCNC(=O)c2ccccc2OC)c1	2.9%	-3.2%	0.5%	/	?	-7.8%	/	/	/	/	0.7
COc1ccccc1N(C(=O)c1snc(C(N)=O)c1N)C(C(=O)NC1CCCC1)c1ccco1 (centres undefined)	4.1%	-6.0%	-1.3%	7.4%	0.1%	-2.7%	0.7%	5.7%	40.1%	?	5.2
CCn1c(SCC(=O)N2CCCCC2C)nc2c1c(=O)n(C)c(=O)n2C (centres undefined)	-1.2%	-2.1%	-0.5%	-8.4%	8.0%	-22.6%	/	2.3%	21.5%	/	-16.3
COC(=O)c1ccccc1S(=O)c1snnc1C (centres undefined)	0.7%	-9.7%	0.1%	-4.6%	6.0%	-3.3%	-13.6%	-5.3%	13.1%	0.5%	-4.1
CCN(CC)c1nc(Nc2ccccc2)nc(Oc2ccc(=O)n(C)n2)n1	-19.5%	-1.3%	-2.2%	1.3%	16.5%	-5.5%	-7.9%	-7.9%	2.6%	-3.2%	15.5
Cc1cccc(C)c1NC(=S)/N=C/N(C)C	0.7%	-3.5%	-7.1%	-2.0%	10.4%	0.3%	-2.0%	5.0%[10 µM]	20µM*	-6.0%	-0.9
NC(=O)COc1ccc(/C=C2\C(=O)ON=C2c2ccccc2)cc1	?	-5.1%	-4.3%	/	?	-5.7%	/	/	/	/	-3.0
COc1ccc(C(=O)NCCCc2nc3ccccc3n2Cc2cc(C)ccc2C)cc1OC	-0.7%	-1.0%	-3.9%	12.8%	?	9.9%	-1.2%	1.5%	32.6%	-6.3%	-10.7
O=C(O)/C=C/C(=O)N1CCN(c2ccc(F)cc2)CC1	-1.2%	0.6%	-0.5%	7.8%	2.8%	1.0%	0.5%	6.1%	-2.2%	2.2%	3.9
COc1cc(NC(=S)N2CCN(C(c3ccccc3)c3ccccc3)CC2)cc(OC)c1	-2.0%	-13.6%	2.1%	-5.3%	-3.5%	1.4%	-4.6%	0.4%[0.365 µM]	4.47µM*	-27.8%	-23.3
O=c1nc(SCc2ccccc2Cl)nc(-c2ccc(Cl)cc2)[nH]1	-0.8%	-2.7%	-2.9%	0.3%	0.4%	-1.3%	-1.9%	0.7%	0.1%	/	-1.5
CCC(=O)Nc1ccc(Nc2nc(Cl)nc(Nc3ccc(NC(=O)CC)cc3)n2)cc1	-2.5%	-0.4%	-6.6%	-0.3%	15.1%	5.2%	2.2%	-1.7%	13.3%	?	7.0
COc1ccc(C(c2c(C)[nH][nH]c2=O)c2c(C)[nH][nH]c2=O)cc1Br	2.8%	1.2%	1.9%	3.0%	-7.3%	-1.7%	0.2%[11.5 µM]	-12.5%	-44.7%	-1.4%	-6.6
Cc1oc2c(c(C)cc3oc(=O)c(CC(=O)NCC(=O)NCC(=O)O)c(C)c32)c1C	-0.6%	-1.7%	-0.9%	14.7%	2.2%	-11.6%	/	-7.9%	7.0%	-5.0%	/
COc1ccc(NC(=O)c2cn(-c3ccccc3)nc2SC)cc1	15.1µM*	15.8%	10.9%	/	-2.3%	-4.1%	8.4%	-0.9%	?	/	-1.3
CCc1ccc(NC2=NCC(=O)N2c2ccc3c(c2)OCCO3)cc1	6.8%	-3.7%	0.6%	-3.2%	-8.6%	-4.7%	-0.2%	-2.3%	-13.8%	-6.8%	-3.8
CCC(CC)c1nnc(NC(=O)Oc2ccccc2)s1	-0.5%	2.5%	-1.0%	-4.1%	-12.1%	-1.5%	0.5%	0.0%	-2.7%	?	-15.9
COc1ccc(C2(C)NC(=O)N(CC(=O)NCc3ccccc3)C2=O)cc1OC (centres undefined)	0.5%	-2.6%	0.5%	0.2%	17.3%	0.0%	/	4.4%	0.3%	?	0.9
COc1ccc2c(=O)c(C(=O)NCc3ccccc3)c[nH]c2c1	-15.9%	9.6%	-4.5%	3.0%	-9.0%	4.5%	2.0%[11.5 µM]	-0.2%	?	-5.7%	-17.2
CCC(C(=O)c1ccccc1)N(C(=O)c1ccccc1Cl)N1C(=O)C2C3C=CC(C3)C2C1=O (centres undefined)	4.5%	-5.5%	1.9%	-4.2%	-11.1%	7.9%	-0.9%	-3.0%	0.6%	-3.4%	-25.0
O=C(CN1CCN(S(=O)(=O)c2ccc(F)cc2)CC1)Nc1ccc2c(c1)OCCO2	-1.7%	3.0%	0.2%	-3.6%	7.4%	-1.1%	7.4%	-2.6%	-1.8%	?	-4.6
COc1ccc(NS(=O)(=O)c2ccc(O)c(C(=O)OCC(=O)NC(C)C3CC4CCC3C4)c2)cc1 (centres undefined)	?	-2.7%	1.6%	-4.3%	-10.5%	6.3%	2.7%	-3.7%	?	10.9%	-3.2
Cc1ccc(S(=O)(=O)N(C)c2ccccc2C(=O)Nc2ccc3c(c2)OCCO3)cc1	-14.8%	1.1%	0.5%	-2.8%	?	10.5%	1.5%	-6.3%	41.1%	/	13.2
Cc1ccc(C(=O)N/C(=C\c2cn(C)c3ccccc23)C(=O)NCCCN2CCOCC2)cc1	-0.3%	-5.7%	1.4%	15.0%	13.5%	0.7%	/	-3.6%	2.3%	/	0.0
O=C(NC(=S)Nc1cccc(Cl)c1N1CCCC1)c1ccc(-c2cccc([N+](=O)[O-])c2)o1	1.0%	13.0%	4.9%	1.0%	-4.3%	2.5%	-14.8%	-12.3%	22.4%	33.9%[activator]	4.3
Cn1cc(S(=O)(=O)Nc2ccc(F)c(Cl)c2)c(=O)n(C)c1=O	-0.4%	10.1%	-1.9%	-0.4%	1.0%	0.6%	5.3%	-2.5%	-21.2%	-0.9%	-12.0
CC(C)CC(=O)Nc1ccc(N2CCN(S(C)(=O)=O)CC2)cc1	1.9%	-3.7%	-1.4%	-7.1%	16.9%	-4.1%	0.1%	20.0%	29.1%	9.9%	9.1
CCOC(=O)C1(Cc2ccccc2C)CCCN(Cc2ccc(NC(C)=O)cc2)C1 (centres undefined)	1.0%	-1.6%	3.0%	-1.5%	?	2.6%	0.2%	-11.5%	18.4%	-8.1%	1.4
Cc1ccc2c(C(=O)CN3CCN(c4ccccc4)CC3)c(C)[nH]c2c1	3.1%	-3.0%	0.2%	-5.1%	4.3%	2.4%	-8.5%	-2.6%	16.6%	-3.6%	13.5
